H9c2 TAG inh = inhibitors of triacylglycerol accumulation. H9c2 cells, Nile Red lipid (TAG) fluorescence; cells loaded with 200 µM oleic acid. inhibition, % at 12.5 µM. actives 0.66% (n = 230,000). AID 651582;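 active means pattern-corrected inhibition of lipid staining of at least 50% with the nuclear-stain viability signal not falling by more than 50%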;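 further: 0% = DMSO wells and 100% = triacsin C control wells; some results filed as inactive read as strong as hits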
H9c2 TAG inh DAPI viability = also measured in H9c2 TAG inh; calls as there; DAPI nuclei signal change (viability), lower = more cytotoxic, %;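 whole-well DAPI fluorescence read on a plate reader as a viability signal; minus 50 percent equals half of cells still viable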
Active calls of the source: *. Some of the compounds tested, so the mix of outcomes need not match the whole.

Start of the data: the first 7 entries as a preview:
SMILES	H9c2 TAG inh	H9c2 TAG inh DAPI viability
Cc1ccc(F)cc1C(=O)N1CCCCC1c1cc(C(=O)NC(C)C)no1 (configuration not stated)	-6	18
CCOC(=O)C1=CN(Cc2cccc(F)c2)S(=O)(=O)N(C)C1c1ccccc1 (configuration not stated)	5	2
Cc1oc(C(C)(C)C)c(CN2CCCC2)c1C(=O)O	-27	0
CSc1nc(N)nc2c1ncn2CC(=O)Nc1ccc(C)c(C)c1	-17	3
CCN(CC)c1ncnc2c1ncn2[C@H]1CN(C2CCCC2)C[C@@H](CO)O1	2	10
Cc1cccc2cc(/C=N/NC(=O)c3ccncc3)c(Cl)nc12	16	-1
CC1CCc2sc(C(=O)Nc3ccc(C(N)=O)cc3)cc2C1 (configuration not stated)	-3	2

All compounds of this part, previewed entries included:
SMILES	H9c2 TAG inh	H9c2 TAG inh DAPI viability
Cc1ccc(F)cc1C(=O)N1CCCCC1c1cc(C(=O)NC(C)C)no1 (configuration not stated)	-6	18
CCOC(=O)C1=CN(Cc2cccc(F)c2)S(=O)(=O)N(C)C1c1ccccc1 (configuration not stated)	5	2
Cc1oc(C(C)(C)C)c(CN2CCCC2)c1C(=O)O	-27	0
CSc1nc(N)nc2c1ncn2CC(=O)Nc1ccc(C)c(C)c1	-17	3
CCN(CC)c1ncnc2c1ncn2[C@H]1CN(C2CCCC2)C[C@@H](CO)O1	2	10
Cc1cccc2cc(/C=N/NC(=O)c3ccncc3)c(Cl)nc12	16	-1
CC1CCc2sc(C(=O)Nc3ccc(C(N)=O)cc3)cc2C1 (configuration not stated)	-3	2
O=C(N[C@@H](Cc1ccccc1)C(=O)O)c1ccc(C(F)(F)F)cc1	-3	-2
O=C(/C=C/c1ccccc1)c1ccccc1O	-12	-1
CCc1ccc(CCN2C(=O)c3ccccc3C2=O)nc1	6	-1
Cc1cnc(C(=O)OC(C(=O)c2ccccc2)c2ccccc2)cn1 (configuration not stated)	0	-5
CCCCCN(C(=O)CCC(=O)OC(C)C(=O)c1ccc(Cl)cc1)c1c(N)n(CCCC)c(=O)[nH]c1=O (configuration not stated)	-25	0
CCOc1ccc(NC(=O)CSc2nc(C3CC3)nc3ccccc23)cc1	-1	-2
Cc1sc2nc(CN3CCCC3)nc(N3CCN(C(=O)c4ccco4)CC3)c2c1C	27	-2
CCc1ccc2c(c1)cc(CN(Cc1ccco1)C(C)=O)c1nnnn12	16	-21
CSc1nc(N)n2nc(-c3ccc(Cl)cc3)cc2n1	0	-7
CCCCC(=O)OCc1nc2ccccc2s1	6	-6
CC(C)C(=O)O/N=C(\N)c1ccc(Oc2ccc(Cl)cc2)c([N+](=O)[O-])c1	-20	2
Cc1ccc(COc2ccccc2-c2cc(C(=O)N/N=C/c3cccnc3)[nH]n2)cc1	4	3
COc1ccc(Cn2ccnc2)cc1Br	-6	14
O=C1[C@H]2[C@@H](c3ccccc3)N[C@]3(CCCN(Cc4ccc(Br)cc4)C3=O)[C@H]2C(=O)N1Cc1ccccc1	-7	14
Cn1c(COc2ccc(Cl)cc2)nnc1SCc1ncc(-c2ccccc2)o1	15	-5
CC(NC(=O)C(=O)c1cn(CC(=O)N2CCCC2)c2ccccc12)c1ccccc1 (configuration not stated)	8	-12
CN(CC(=O)Nc1ccc(F)cc1)C(=O)c1cccc(S(=O)(=O)N2CCN(c3ccccc3)CC2)c1	-10	7
FC(F)(F)c1cc(-c2cccs2)n[nH]1	3	-1
Further records follow:
SMILES	H9c2 TAG inh	H9c2 TAG inh DAPI viability
Cc1nc2cccc(C(=O)Oc3ccc([N+](=O)[O-])cc3)c2o1	6	1
Cn1c(=O)c2c(nc(-n3ccnc3)n2Cc2ccccc2)n(C)c1=O	-19	23
O=C(CSc1nnnn1-c1ccccc1)CC(=O)Nc1ccc(Cl)cc1	-2	0
COc1cccc(C(=O)NN=C2CCCC2)c1	-9	5
CNC(=O)c1ccsc1NC(=O)c1coc2ccccc2c1=O	12	0
C[C@@H]1CN([C@H](C)CO)C(=O)c2c(c3ccccc3n2C)-c2ccccc2CO[C@@H]1CN(C)C(=O)Nc1ccc2c(c1)OCO2	2	-6
O=C(c1c(O)c2ccccc2oc1=O)C1CCC1	-21	4
CC1CCc2nn(CC(=O)N3CCN(C(=O)c4ccco4)CC3)cc2C1 (configuration not stated)	-2	-4
C#CC(=O)CC1(CN(Cc2ccccc2)C(=O)OC(C)(C)C)CCCCC1	43	-9
Cc1cccc2sc(NC(=O)CCNS(=O)(=O)c3cccs3)nc12	65*	114*
Cc1nc(NCC2CCCO2)c2nnn(Cc3c(F)cccc3Cl)c2n1 (configuration not stated)	4	-5
CCOC(=O)C1CCCN(C(=O)c2ccc(C(F)(F)F)nc2C)CC1 (configuration not stated)	3	7
CCN1CCN(C(=O)C23CCC(C)(C(=O)C2Br)C3(C)C)CC1 (configuration not stated)	8	-5
COc1ccc(CCn2c(C)c(C(C)=O)c(C(C)=O)c2C)cc1OC	11	-12
O=C(Nc1cccc(C(F)(F)F)c1)Nc1nnc([C@@H]2C[C@H](O)[C@@H](CO)O2)s1	-7	7
CC(C)(C)c1ccc(C(=O)N2CCNC(=O)C2CC(=O)Nc2ccc(F)cc2)cc1 (configuration not stated)	19	-1
CC1CC(C)CN(CCOCCSc2ccccc2)C1 (configuration not stated)	6	4
Cc1oncc1C(=O)NC(C)C	-16	15
CC(OC(=O)CCc1nc2ccccc2c(=O)[nH]1)C(=O)NCc1ccc2c(c1)OCO2 (configuration not stated)	-3	5
COc1ccc(OC)c(-c2csc(NC(=O)CSc3nnnn3C)n2)c1	2	-7
Cc1cccc(C)c1NC(=O)CN(C)C(=O)C1CC1C (configuration not stated)	-11	5
NC(=O)Nn1c(CCC(=O)O)ccc1-c1ccc(Cl)cc1	1	-2
Cn1c(=O)oc2cc(S(=O)(=O)Nc3cccc4c3CCCC4)ccc21	-39	2
Cn1cccc1/C=N/NC(=O)c1ccc[n+]([O-])c1	-2	5
COC(=O)CSc1nc2cc3c(cc2cc1C)OCO3	0	9
Next results follow:
SMILES	H9c2 TAG inh	H9c2 TAG inh DAPI viability
O=C(O)c1ccc(N2CCCC2=O)cc1	-1	3
CC(C)NC(=O)c1c(CSc2ccc(Cl)cc2)noc1C(=O)NCc1ccccc1	-1	3
Nc1nc(NCCCN2CCOCC2)nc(Nc2cccc(Cl)c2)c1[N+](=O)[O-]	12	7
CCCc1cc(=O)[nH]c(N/N=C/C=C\c2ccccc2)n1	0	-9
CNC(=O)COC(=O)/C=C/c1cn(-c2ccccc2)nc1-c1ccc(C)o1	11	-1
O=S(=O)(c1cccs1)N1CCN(c2ccccc2Cl)CC1	2	-6
CSc1cccc(NC(=O)CCCOc2cc(=O)n(C)c3ccccc23)c1	27	-6
Cc1cccc(S(=O)(=O)Nc2nc3ccccc3nc2NCc2ccco2)c1	-19	-5
CCOC(=O)CON1C(=O)c2ccccc2C1=O	-14	11
O=C(NCC1CCCO1)/C(=C/c1cn(-c2ccccc2)nc1-c1cccnc1)NC(=O)c1ccccc1 (configuration not stated)	15	-9
CCC(NC(=O)c1ccccc1NC(=O)c1ccco1)C(=O)O (configuration not stated)	-3	18
CCCc1ccccc1OCCNC(=O)c1cc(=O)n(C)c(=O)n1C	-11	11
COC(=O)c1c(NC(=O)c2ccnn2C)sc(C)c1C	-18	4
COC(=O)C1=CN(C2CC2)C=C(C(=O)OC)C1c1ccccc1OC	29	22
O=C(CN1C(=O)NC2(CCCC2)C1=O)Nc1nc2c(F)cc(F)cc2s1	6	6
O=C(Nc1ccnn1C1CCN(C(=O)c2ccccc2C(F)(F)F)CC1)C1CC1	-7	7
COc1ccc(N(Cc2ccco2)C(=O)c2ccccc2F)cc1OC	-9	4
CCOc1ccc(S(=O)(=O)N2CCC(C(=O)OC(C)C(=O)N(C)C3CCCCC3)CC2)cc1 (configuration not stated)	0	-8
CC(=O)NC(c1cccc(F)c1)c1nc(-c2cc(F)cc(Cl)c2)cs1 (configuration not stated)	9	1
COc1ccc(C(=O)NCC(=O)OCC(=O)N2N=C(c3ccc(Cl)cc3)CC2c2ccco2)cc1OC (configuration not stated)	21	-11
CCN(c1cccc(C)c1)S(=O)(=O)c1ccc(OC)c([N+](=O)[O-])c1	-8	-6
COc1ccc(CSC(=N)N)cc1[N+](=O)[O-]	-3	7
COc1ccc(-c2n[nH]nc2C2=CC(=O)CC(C)(C)C2)cc1	10	-1
CCOC(=O)c1c(CC(C)C)csc1/N=C/C1C(=O)CC(C)(C)CC1=O	-19	1
CC1(c2ccccc2)NC(=O)N(CC(=O)NCC2CCCO2)C1=O (configuration not stated)	4	4

7 of the compounds above, with two lines to a compound:
Results follow in this order: H9c2 TAG inh | H9c2 TAG inh DAPI viability
- CC(=O)NC(c1cccc(F)c1)c1nc(-c2cc(F)cc(Cl)c2)cs1 (configuration not stated)
  9 | 1
- COc1ccc(-c2n[nH]nc2C2=CC(=O)CC(C)(C)C2)cc1
  10 | -1
- COC(=O)c1c(NC(=O)c2ccnn2C)sc(C)c1C
  -18 | 4
- COc1ccc(CSC(=N)N)cc1[N+](=O)[O-]
  -3 | 7
- CCOC(=O)CON1C(=O)c2ccccc2C1=O
  -14 | 11
- O=C(CN1C(=O)NC2(CCCC2)C1=O)Nc1nc2c(F)cc(F)cc2s1
  6 | 6
- CC(C)NC(=O)c1c(CSc2ccc(Cl)cc2)noc1C(=O)NCc1ccccc1
  -1 | 3

Next section
SMILES	H9c2 TAG inh	H9c2 TAG inh DAPI viability
O=C(N/N=C/c1coc2ccccc2c1=O)c1ccncc1	-8	6
Cc1nc(SCC(=O)O)c(C#N)c(-c2ccco2)c1C(=O)N(C)C	-11	9
O=C(NCCc1ccc(F)cc1)c1ccc([N+](=O)[O-])cc1	-26	-1
O=C(N[C@@H]1C/C=C\C[C@H](CC(=O)N(CCO)Cc2ccccc2)C(=O)NC[C@@H](c2ccccc2)OC1=O)OCC1c2ccccc2-c2ccccc21	-23	1
O=C(NCc1ccccn1)c1ccc(NC(=O)c2ccco2)cc1	-5	1
O=C(CCc1ccccc1)Nc1ncn[nH]1	-14	4
CC(=O)c1c(C(C)=O)c(C)n(Cc2ccc(Cl)cc2)c1C	-14	-5
CC1(C)Cc2nc3sc4c(OCc5ccccc5)ncnc4c3cc2CO1	-192	-7
CC(=O)c1sc(-c2ccc(F)cc2F)nc1C	-2	2
COc1ccc(OC)c(NC(=O)CN2C(=O)NC3(CCCc4ccccc43)C2=O)c1 (configuration not stated)	30	-6
C[C@@H]1CN(S(=O)(=O)C(C)(C)C)[C@H](CCO)/C1=C\c1ccccc1	-16	19
CCOc1ccc2c(c1)C(C)=CC(C)(C)N2S(=O)(=O)c1ccc(F)cc1	24	-30
CCc1cc2cc(C(=O)N3CCN(Cc4ccccc4)CC3)sc2s1	2	-3
O=C(NCc1ccco1)Nc1cccc(-c2ccccc2)c1	6	-8
CCc1nc2ccc(C(=O)Nc3cccc(OCC(=O)N(C)C)c3)cn2c1N(C)Cc1ccc(N(C)C)cc1	6	16
CCOc1ccc(NC(=O)CCS(=O)(=O)c2ccc3c(c2)CCCN3C(=O)CC)cc1	-2	2
O=C(O)c1ccc(/C=N/NC(=O)C(O)(c2ccccc2)c2ccccc2)cc1	6	-4
COc1ccc(NC(=O)CN2CCc3ccccc3C2)cc1OC	-5	3
CCOc1cc(N2CCOCC2)c(OCC)cc1NC(=O)c1ccccc1N1CCCC1=O	-7	2
Cc1ccc(S(=O)(=O)N2CCCCC2CCNC(=O)C(=O)NC2CC2)cc1 (configuration not stated)	13	-15
Cc1cccc(S(=O)(=O)NNC(=O)Cc2cccn2C)c1	-15	15
CC1C2CC(C(S(=O)(=O)N3CCOCC3)C2=O)C1(C)C (configuration not stated)	20	-9

Bioassay records (PubChem BioAssay)
